OPRM1-OPRD1 inv = mu-delta opioid heterodimer inverse agonism; P35372+P41143; cell-based MOR-DOR heterodimer luminescence; inhibition, % at 9.3 µM; 0.21% of 340,000 active; in the data active means inhibition above about 22%, passing the limit was not always enough;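 further: 0% = cells with DMSO and 100% = wells without cells with DMSO; values of inactives mirror those of a sister screen read the other way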
Target sequence (P35372 whole entry, looked up): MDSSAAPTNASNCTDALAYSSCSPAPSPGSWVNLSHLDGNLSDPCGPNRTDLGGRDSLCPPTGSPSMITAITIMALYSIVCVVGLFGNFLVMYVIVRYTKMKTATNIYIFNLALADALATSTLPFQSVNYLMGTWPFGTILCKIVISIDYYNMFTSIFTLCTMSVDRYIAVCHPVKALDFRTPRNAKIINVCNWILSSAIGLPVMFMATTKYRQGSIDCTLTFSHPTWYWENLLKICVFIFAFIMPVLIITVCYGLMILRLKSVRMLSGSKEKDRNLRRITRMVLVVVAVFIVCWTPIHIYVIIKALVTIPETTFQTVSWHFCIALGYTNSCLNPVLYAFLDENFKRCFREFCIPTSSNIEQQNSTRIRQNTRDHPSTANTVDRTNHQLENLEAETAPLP
Target sequence (P41143 whole entry, looked up): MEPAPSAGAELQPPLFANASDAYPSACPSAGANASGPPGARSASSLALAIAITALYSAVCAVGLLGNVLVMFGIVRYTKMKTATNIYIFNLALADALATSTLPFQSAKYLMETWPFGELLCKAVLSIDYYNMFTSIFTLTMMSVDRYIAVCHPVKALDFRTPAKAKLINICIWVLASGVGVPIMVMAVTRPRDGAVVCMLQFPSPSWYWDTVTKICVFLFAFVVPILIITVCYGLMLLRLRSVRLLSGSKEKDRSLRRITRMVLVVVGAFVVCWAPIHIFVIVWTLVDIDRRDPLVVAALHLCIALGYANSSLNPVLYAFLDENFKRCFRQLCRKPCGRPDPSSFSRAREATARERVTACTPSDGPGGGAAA
Keap1 Nrf2 FP = inhibitors of human Keap1-Nrf2 protein-protein interaction; Keap1 Kelch-Nrf2 peptide fluorescence polarization, 1536-well; inhibition, % at 9.4 µM; 0.15% of 340,000 active; AID 504523; in the data active means inhibition above about 12%;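 further: human Keap1 Kelch domain with fluorescein labeled Nrf2 9mer peptide probe; 0% = neutral control wells and 100% = peptide positive control; higher means more block of Keap1 binding to Nrf2 peptide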
OPRM1-OPRD1 ag = OPRM1-OPRD1 heterodimerization agonism; cells, luminescence; 0.3% of 340,000 active; activation, % at 9.3 µM; in the data active means activation above about 18%;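 further: 0% = vehicle-treated cells and 100% = reference agonist; values of inactives mirror those of a sister screen read the other way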
Pemphigus Ab inh = blocks pemphigus antibody binding to human desmoglein-3; 0.48% of 310,000 active; binding (percent of control), % at 10 µM; AID 588358; P32926; DSG3-coupled beads, scFv-anti-DSG3-GFP binding, flow cytometry; stronger effect = lower value;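 active means binding more than 3 SD below its plate's average and above zero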;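 further: hits lower antibody fragment binding to DSG3; some compounds called inactive have numbers as strong as hits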
RTF Ca sens inh = cardiac RTF calcium desensitization; P19429+P45379; IANBD-labeled cardiac RTF, Ca2+ fluorescence; inhibition, % at 7.15 µM; 0.12% of 340,000 active; AID 493244;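 active means inhibition above the mean inhibition of all tested compounds plus 3 SD, cut at about 17% in these data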;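 further: assay run at fixed EC70 calcium of 1.6 mM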
cardiac RTF act = increases calcium sensitivity of human cardiac regulated thin filaments. IANBD-labeled TnC RTF fluorescence at EC20 calcium; 0% EC20 calcium, 100% full calcium. P19429+P45379. 0.24% of 340,000 active. activation, % at 7.2 µM;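 active means activation above the mean over all tested compounds plus 3 SD, cut at about 30% in these data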;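 further: rise in fluorescence read as greater calcium sensitivity of cardiac thin filaments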
Arrestin-AP2 inh = human beta-arrestin and AP2 interaction inhibition; inhibition, % at 10 µM; 0.31% of 340,000 active; AID 504490; FITC-arrestin peptide / GST-AP2 beads, flow cytometry; AP2 beta2 appendage carries R879A mutation;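 active means inhibition above a set limit, near 3 SD of compounds lacking own fluorescence, cut at about 54% in these data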;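 further: plate controls were DMSO wells for no effect and 5 µM unlabelled arrestin peptide for full effect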
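System: GST-AP2 R879A glutathione beads; medium: PBS, Tween 20 0.05%, BSA 0.1%; reagent: fluorescein-tagged arrestin peptide at 50 nM final; schedule: pre-incubation 12 min, peptide binding 1 h, room temperature; detection: flow cytometry, FL1 (488/535 nm); read-out: inhibition as reduced fluorescein signal on beads, percent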
V-ATPase pHluor = regulators of yeast V-ATPase proton transport; S. cerevisiae, pHLuorin cytosolic pH fluorescence; response, % at 10 µM; 0.37% of 350,000 active; AID 504577; in the data active means response mostly above about 7.3%, no sharp cut-off; inactive means mostly below about 5.4%; further: actives read high; inactives centre near 0; some compounds called inactive have numbers as strong as hits; reference of the scale not given here
LANA DNA inh = blocks KSHV LANA C-terminal domain binding to DNA | MBP-C-LANA/FAM-LBS DNA binding, fluorescence polarization | inhibition, % at 9 µM | 0.078% of 340,000 active;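 active means highest replicate inhibition at or above 60% at 9 µM, even if other replicates fall short; inactive means all replicates below 60% inhibition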;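 further: 0% = neutral control wells and 100% = 4 µM acridine orange control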
Wnt act = activates Wnt/beta-catenin signaling in a reporter cell assay; activator, plate reader; activation, % at 9.35 µM; 1.2% of 300,000 active; AID 743398; in the data active means activation above about 30%, passing the limit was not always enough;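 further: 0% = neutral control wells and 100% = positive control wells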
* hit, by the source's call; nt = not tested or not shown.

Every second line gives: OPRM1-OPRD1 ag | Pemphigus Ab inh | RTF Ca sens inh | OPRM1-OPRD1 inv | V-ATPase pHluor | Arrestin-AP2 inh | LANA DNA inh | cardiac RTF act | Keap1 Nrf2 FP | Wnt act
1: O=C(NCc1ccc(F)c(F)c1)C1CCC(=O)N(CCc2ccccc2)C1 (centres undefined)
    -1.9 | nt | -18.9 | 9.7 | -2.8 | 36.2 | -0.9 | 0.5 | 1.7 | 1.0
2: CCCCCCCCCCCCCCCC(=O)OCC1OC(n2ccc(N)nc2=O)C(O)C1O (centres undefined)
    -4.4 | 88.5 | 1.1 | 19.3 | 2.4 | -18.5 | -0.5 | -8.0 | -1.0 | -4.5
3: Cc1onc(-c2c(Cl)cccc2Cl)c1C(=O)c1ccc(F)cc1
    nt | 104.0 | nt | nt | 1.0 | -6.3 | nt | nt | nt | -3.0
4: O=C(Cc1csc(-c2ccccc2)n1)NCc1ccco1
    0.2 | 103.3 | -0.2 | -0.8 | 0.1 | 20.9 | 0.1 | -0.5 | -8.2 | 0.6
5: Cc1ccc(C(=O)OCC(=O)c2cc(C)n(CC3CCCO3)c2C)cc1 (centres undefined)
    -1.1 | nt | 11.7 | 5.3 | -0.5 | -16.5 | -0.5 | 0.4 | -5.1 | 2.0
6: CN(C)S(=O)(=O)c1ccc(C(=O)/C=C/c2cccnc2)cc1
    -1.5 | 96.4 | 0.1 | 8.4 | 2.5 | 8.8 | 1.8 | 0.2 | -1.4 | 9.2
7: CCN(CC)c1ccc(C2N(C(=O)N3CCOCC3)CCN2S(=O)(=O)c2ccc(C)cc2)cc1 (centres undefined)
    -1.5 | 102.1 | -7.2 | 8.6 | -0.2 | 7.4 | 0.7 | 1.7 | 1.6 | nt
8: COc1ccc(-n2nnnc2SCC(=O)c2cc3ccccc3o2)cc1
    -1.5 | 108.4 | -29.7 | 8.5 | 11.6 | 10.3 | -2.1 | 16.5 | 1.5 | nt
9: Cc1ccc2nc(SCC(=O)NCc3ccc4c(c3)OCO4)nc(=O)n2c1
    -4.7 | 98.2 | -10.6 | 24.5 | 4.4 | -12.1 | -0.2 | 3.1 | -2.7 | -1.6
10: Nc1nc(Cl)cc(Oc2ccccc2F)n1
    -2.0 | 98.9 | -8.7 | 10.3 | -1.0 | 2.8 | -0.2 | -5.0 | 0.8 | 3.1
11: C=CCN1C(=O)C(O)(CC(=O)c2ccccn2)c2ccccc21 (centres undefined)
    -2.6 | 97.5 | -5.6 | 15.1 | 1.3 | 16.1 | 0.8 | -1.1 | -0.2 | -0.6
12: Cc1nnc(SCC(=O)Nc2ccc(S(=O)(=O)Nc3ccc(Cl)nn3)cc2)s1
    -0.8 | 102.1 | -2.4 | 5.4 | -2.7 | -0.4 | 4.2 | -3.3 | -2.9 | -3.0
13: Cc1ccc2c(CC(=O)NC3=NCCS3)coc2c1
    -1.6 | 95.4 | -2.2 | 9.6 | -0.2 | 26.1 | 0.1 | 1.1 | -6.7 | nt
14: O=C(c1ccccc1)c1ccc(C(=O)N2CCOCC2)cc1
    -0.8 | 108.4 | -10.7 | 4.6 | -0.8 | -2.8 | -0.5 | 4.4 | -0.1 | nt
15: COc1ccc(C(=O)C2CCCN(C(=O)c3cccnc3OC)C2)c(C)c1 (centres undefined)
    -2.0 | 98.4 | -5.0 | 9.5 | 1.8 | 35.1 | -1.6 | -0.4 | 2.1 | 1.9
16: NC(=O)c1c(NC(NC(=O)c2ccco2)C(=O)c2ccc(Cl)cc2)sc2c1CCCC2 (centres undefined)
    -2.5 | 125.2 | -3.5 | 11.7 | 0.3 | 1.9 | -0.2 | 0.8 | -6.6 | 0.5
17: CCN(CC)C(=S)NC(=O)C12CC3CC(CC(C3)C1)C2
    -1.8 | 101.8 | -15.9 | 8.8 | 3.0 | -14.6 | -0.5 | 5.2 | -0.3 | 0.5
18: O=S(=O)(Nc1c(F)cccc1F)c1ccc2c(c1)OCCO2
    0.1 | 110.8 | 1.6 | -0.7 | -6.3 | 14.4 | 1.3 | 1.9 | -0.2 | -0.4
19: COc1ccc(C(=O)/C=C/c2ccc(-c3ccccc3)cc2)cc1CSCC(=O)O
    -2.4 | nt | -1.6 | 13.4 | 2.9 | 5.7 | 11.2 | 4.2 | -11.5 | -4.1
20: COc1ccc(C(=O)CC(=O)c2ccc(OC)cc2)cc1
    0.5 | 93.3 | -3.9 | -2.5 | 0.2 | -14.6 | -0.2 | 0.6 | 0.1 | 2.2

Overlap with the part before: two entries, then new ones.
Every second line gives: OPRM1-OPRD1 ag | Pemphigus Ab inh | RTF Ca sens inh | OPRM1-OPRD1 inv | V-ATPase pHluor | Arrestin-AP2 inh | LANA DNA inh | cardiac RTF act | Keap1 Nrf2 FP | Wnt act
19: COc1ccc(C(=O)/C=C/c2ccc(-c3ccccc3)cc2)cc1CSCC(=O)O
    -2.4 | nt | -1.6 | 13.4 | 2.9 | 5.7 | 11.2 | 4.2 | -11.5 | -4.1
20: COc1ccc(C(=O)CC(=O)c2ccc(OC)cc2)cc1
    0.5 | 93.3 | -3.9 | -2.5 | 0.2 | -14.6 | -0.2 | 0.6 | 0.1 | 2.2
21: O=C(NCCCN1CCOCC1)C(=O)N/N=C/c1ccccc1O
    -1.5 | 96.0 | 6.7 | 8.1 | 2.2 | 26.4 | -2.5 | -2.3 | 2.2 | -1.1
22: C=CCNc1cc(C(F)(F)F)nc(-c2ccccn2)n1
    -0.7 | 99.8 | -3.8 | 3.8 | 1.1 | -4.1 | -1.0 | 3.0 | -0.9 | -6.5
23: CC(=O)SC(C[N+](=O)[O-])c1cn(C(C)=O)c2ccccc12 (centres undefined)
    -1.1 | 92.2 | 2.3 | 5.4 | 2.1 | 26.4 | 0.6 | -0.2 | -3.8 | nt
24: Cc1ccc(NC(=O)Cc2ccsc2)cc1Cl
    1.6 | 90.9 | -7.1 | -7.0 | -1.0 | -8.1 | -2.5 | -1.1 | -7.1 | 2.2
25: COc1ccc(-c2[nH]ncc2/C=N/NC(=O)c2ccc(Br)cc2)c(OC)c1
    -1.6 | 96.9 | -5.6 | 8.6 | 1.9 | -4.7 | -0.4 | 0.6 | -2.5 | -2.9
26: CCCC(C)NC(=O)c1cc(S(=O)(=O)N2CCCCCC2)ccc1OC (centres undefined)
    -2.4 | 92.6 | -6.0 | 10.4 | -1.0 | -5.8 | 1.6 | 3.4 | 3.0 | -3.7
27: Cc1c(N=Cc2cc3c(cc2Cl)OCO3)c(=O)n(-c2ccccc2)n1C
    -0.9 | 101.2 | -10.2 | 5.2 | 5.1 | -1.6 | 1.1 | 5.5 | -3.2 | nt
28: CCCCN(CC)C(=O)Cc1ccccc1OC
    -2.2 | nt | 6.2 | 9.1 | 0.1 | -2.4 | 0.4 | -3.0 | -4.7 | nt
29: COC(=O)C(Nc1ccccc1Cl)(c1cc(C)c(O)c(C)c1)C(F)(F)F (centres undefined)
    10.3 | 96.0 | -3.5 | -55.5 | 5.8 | 4.0 | 1.1 | -2.9 | -0.3 | nt
30: CC1(C)Cc2c(c(=S)nc(-c3ccccc3)n2CCOCCO)CO1
    -2.8 | 110.0 | 2.8 | 15.9 | -0.9 | 1.7 | -0.2 | 5.1 | -3.9 | nt
31: O=C(Nc1ccccc1C(=O)NCC1CCCO1)c1ccc(Cl)cc1Cl (centres undefined)
    1.3 | 97.5 | -5.0 | -7.0 | 0.3 | 9.3 | 0.5 | 1.6 | 2.5 | nt
32: C[C@@H](c1ccccc1)N1C[C@H]2CCCN2c2cc(Br)ccc2S1(=O)=O
    -2.9 | 103.4 | 1.9 | 14.4 | 3.1 | -16.0 | 0.5 | -2.5 | -1.7 | -4.5
33: Cc1ccc(C)c(COC(=O)c2cc(S(=O)(=O)N3CCCCC3)ccc2N2CCOCC2)c1
    -1.9 | 96.2 | -3.1 | 12.4 | 4.6 | -2.3 | -0.8 | -21.6 | 1.0 | -1.4
34: CCc1nn(C(CC)C(=O)NCc2cccc(OC)c2OC)c(=O)c2cc3occc3n12 (centres undefined)
    -3.1 | 95.9 | 0.1 | 16.2 | 0.1 | -9.5 | -0.2 | 2.8 | -1.7 | -1.4
35: CN(CC1COc2ccccc2O1)C(=O)Cn1cc(C(F)(F)F)ccc1=O (centres undefined)
    -1.6 | 99.2 | 4.3 | 6.6 | -0.4 | 13.1 | 1.3 | -4.4 | -4.6 | -3.1
36: CCCCCN(C(=O)COC(=O)c1ccc(C)cc1)c1c(N)n(CCCC)c(=O)[nH]c1=O
    5.0 | nt | -5.2 | -20.6 | 0.2 | -7.4 | -0.9 | 3.8 | -4.6 | 20.6
37: CCOC(=O)C1CCN(C(=O)/C=C/c2ccc3c(c2)OCO3)CC1
    -3.5 | 120.8 | -6.7 | 18.1 | -0.8 | 7.1 | 1.3 | 6.3 | -6.1 | 14.5
38: COc1ccc(C(C(=O)NC2CCCC2)N(CCCO)C(=O)c2snc(C(N)=O)c2N)cc1 (centres undefined)
    -1.8 | 109.3 | -11.3 | 10.1 | -1.1 | -7.2 | -1.7 | 7.7 | -0.9 | 3.4
39: COc1cc(/C=C/C(=O)Nc2ccc(N3CCCCC3)c(S(=O)(=O)Nc3ccccc3Cl)c2)cc(OC)c1OC
    0.0 | 130.3 | 0.1 | 0.2 | 4.7 | -3.2 | -0.1 | 4.1 | 1.3 | nt
40: NC(=O)c1ccccc1NC(=O)CN1CCN(Cc2ccc(Cl)cc2Cl)CC1
    1.6 | 109.1 | -2.8 | -7.9 | -0.1 | -0.2 | -1.0 | -0.8 | -6.3 | -2.2
41: CCCCn1c(N)c(N(CC(C)C)C(=O)CSCC(=O)Nc2cccc(C)c2)c(=O)[nH]c1=O
    -0.5 | 92.2 | -1.2 | 3.1 | 1.4 | 14.8 | 0.5 | -7.9 | 1.6 | -4.9
42: CC(=O)c1ccc(OC(C)C(=O)NCC2(N3CCOCC3)CCCCC2)cc1 (centres undefined)
    3.3 | 101.5 | -1.7 | -14.3 | -4.8 | -2.2 | -2.3 | -2.3 | -6.0 | -0.9
43: CCN(C(=O)COC(=O)C1CCC(C(C)(C)C)CC1)c1c(N)n(Cc2ccccc2)c(=O)[nH]c1=O (centres undefined)
    0.6 | 103.0 | 0.6 | -2.3 | 4.8 | -5.2 | 0.3 | 0.4 | -1.8 | -13.6
44: Cc1ccc(C(=O)OCC(=O)Nc2ccccc2N2CCOCC2)cc1
    -1.4 | 96.8 | 0.1 | 8.2 | -3.8 | -3.0 | 2.1 | -1.9 | 0.8 | 2.7
45: CCOCCCn1c(SCC(=O)Nc2ccccc2)nc2ccccc2c1=O
    -2.5 | 113.2 | 2.7 | 13.9 | -2.3 | 1.9 | -3.0 | -4.6 | -3.0 | -1.4
46: CCOc1cccc(CN2CCC(CCC(=O)NC3CC3)CC2)c1O
    1.0 | 120.8 | 1.0 | -5.6 | -5.6 | 14.8 | -0.6 | 5.6 | -6.8 | 0.6
47: CC(C)COC(=O)c1ccc(NC(=O)C2C3C=CC(C3)C2C(=O)O)cc1 (centres undefined)
    -1.1 | 101.7 | 0.5 | 6.4 | 3.3 | 0.2 | 0.5 | -5.0 | -6.5 | nt
48: Oc1ccccc1-c1ccn[nH]1
    -0.6 | 103.2 | -12.6 | 3.2 | -0.7 | 1.4 | -1.4 | -0.8 | -6.8 | 5.1
49: CCOC(=O)C1=CN(Cc2cccc(-c3ccc(Cl)nc3)c2)S(=O)(=O)N(C)C1C (centres undefined)
    -1.8 | 93.2 | 1.3 | 8.8 | 1.6 | -3.0 | 0.2 | -4.1 | -3.3 | 1.9
